TRHR enhancer: allosterically enhances the human TRH receptor; TRHR cells, fluo-8 calcium fluorescence, EC20 TRH enhancement; 360,000 tested, 0.66% active; enhancement, % at 2 µM; P34981; in the data active = enhancement above about 30%; note: 0% is about no effect
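TRHR-expressing cells loaded with fluo-8 calcium dye were read kinetically (ex 480/em 530) during compound addition, then stimulated with an EC20 of TRH (10 nM final). Enhancement of the Gq-mediated intracellular calcium response was scored.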
RXFP1 agonist: RXFP1 (human) receptor agonism. Q9HBX9. HEK293T-RXFP1 cAMP TR-FRET, 30 min; response scale: percent of porcine relaxin response, buffer zero. Potency, µM (highest dose often 57.5 µM), without a hit: at the highest dose activation, actives largely listed as activators. 370,000 tested, 0.3% active. AID 2676; active = well fitted activation curve with a large enough effect; note: potency is the fitted concentration of half-maximal effect; % is set by controls: 0 for no effect and ±100 for the full control effect; nearly all actives have a fitted effect of over 60% in size; many of its hits are not listed in these tables
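HEK293T cells stably expressing RXFP1 were pretreated with the PDE4 inhibitor Ro 20174, exposed to compounds for 30 min at 37C, lysed, and cAMP was read by TR-FRET. Data normalized to buffer (basal) and 29 nM porcine relaxin (100%).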
D2 PAM: positively modulates the human D2 dopamine receptor allosterically. P14416. HEK293 T-REx D2, calcium flux, EC20 dopamine potentiation. potentiation, % at 10 µM. 340,000 tested, 0.34% active. AID 485347;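 active = potentiation over 3 SD above the plate norm, cut at about 30% in these data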; note: 0% is about no effect
Target sequence (P14416 whole entry, looked up): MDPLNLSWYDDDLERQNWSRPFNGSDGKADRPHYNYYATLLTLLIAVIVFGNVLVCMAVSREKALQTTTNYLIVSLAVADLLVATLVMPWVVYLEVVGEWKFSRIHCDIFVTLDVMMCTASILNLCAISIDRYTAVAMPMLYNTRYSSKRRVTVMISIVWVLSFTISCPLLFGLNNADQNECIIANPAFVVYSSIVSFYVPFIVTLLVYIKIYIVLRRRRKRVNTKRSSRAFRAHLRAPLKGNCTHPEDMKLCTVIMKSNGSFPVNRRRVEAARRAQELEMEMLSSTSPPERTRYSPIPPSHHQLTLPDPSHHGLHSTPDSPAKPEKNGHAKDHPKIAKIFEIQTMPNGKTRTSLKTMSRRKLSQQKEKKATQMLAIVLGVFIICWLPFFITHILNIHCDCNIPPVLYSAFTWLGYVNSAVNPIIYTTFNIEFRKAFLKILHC
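Cells plated with tetracycline inducer and held overnight at 30 C; calcium dye loaded 30–90 min at room temperature; baseline taken, compound added and read 180 s; EC20 dopamine then added and read 180 s.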
D1 potentiator: enhances dopamine response at the human D1 receptor | P21728 | HEK293 TREx D1 cells, calcium flux, dopamine EC20 potentiation | potentiation, % at 10 µM | 360,000 tested, 0.036% active; in the data active = potentiation above about 30%; note: 0% is about no effect
D2 antag: antagonists of human D2 dopamine receptor. inhibition, % at 10 µM. 340,000 tested, 2% active. AID 485344. P14416. HEK293 TREx D2 cells, calcium flux, dopamine EC80; in the data active = inhibition above about 30%; note: 0% is about no effect
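Tetracycline-induced HEK293 T-REx cells expressing D2 force-coupled to calcium signalling were dye-loaded, exposed to compound for 180 s, then challenged with an EC80 of dopamine; calcium flux was followed kinetically for a further 180 s.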
D1 antagonist: antagonists of human D1 dopamine receptor; HEK293 TREx D1 cells, calcium flux, dopamine EC80; hits give low values; activity change, negative = inhibition, % at 10 µM; 360,000 tested, 3.2% active; AID 504652; in the data active = activity change below about -30%; note: % is set by controls: 0 for no effect and ±100 for the full control effect
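Allosteric or orthosteric antagonism assessed as attenuation of the calcium response to EC80 dopamine, added 180 s after compound, in induced HEK293 Trex D1 cells loaded with no-wash calcium dye.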
D2 ag: activates the human D2 dopamine receptor | 340,000 tested, 0.53% active | HEK293 T-REx D2 cells, calcium flux agonist mode | activation, % at 2 µM;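 active = activation over 3 SD above normal in the single-dose calcium agonist read, cut at about 30% in these data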; note: 0% is about no effect
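Tetracycline-induced HEK293 T-REx cells with force-coupled D2 receptor, plated overnight at 30 C, loaded with no-wash calcium dye. After a 10 s baseline, compound was pin-added and calcium flux read kinetically for 180 s; calcium rises flagged agonists.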
RXFP1 antag: antagonists of human relaxin receptor RXFP1; Q9HBX9; HEK293-RXFP1, relaxin-stimulated cAMP HTRF, 30 min; hits give low values; activity change, negative = inhibition, % at 57.5 µM; 350,000 tested, 0.59% active;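 active = activity change of -60% or lower, but not beyond a set lower limit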; note: % is set by controls: 0 for no effect and ±100 for the full control effect
D1 ag: activates the human D1 dopamine receptor. HEK293 T-REx D1 cells, calcium flux, agonist mode. activation, % at 2 µM. 360,000 tested, 1% active. AID 504660; in the data active = activation above about 30%; note: 0% is about no effect
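Agonism was scored from calcium flux recorded over 180 s (1 read/s) after pintool compound addition, following a 10-cycle baseline. Cells were inducible force-coupled HEK293 TREx D1, plated overnight at 30 C and loaded with no-wash calcium dye.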
The depositor's hits bear a star; . = no result given.

Codes – A = TRHR enhancer; B = RXFP1 agonist; C = D2 PAM; D = D1 potentiator; E = D2 antag; F = D1 antagonist; G = D2 ag; H = RXFP1 antag; I = D1 ag
CCOC(=O)c1cc(CNC(=O)c2c(C)oc3c2CCCC3)c(C)o1
  A: 14	B: 1.6%	C: 12	D: -11	E: 9	F: -4	G: -0.5	H: 4	I: 0

CCOC(=O)N1CCN(c2c(N3CCN(c4ccc(F)cc4)CC3)c(=O)c2=O)CC1
  A: -9	B: 0.8%	C: -2	D: -10	E: -8	F: -13	G: -1.0	H: -5	I: 0

Cc1c(C=O)c(Cl)n(C)c(=O)c1C#N
  A: -3	B: 0.4%	C: -7	D: -1	E: 5	F: 10	G: 0.0	H: 0	I: 4

N#CC1(c2ccccc2)CCC(=NNS(=O)(=O)c2ccccc2)CC1 (stereo not drawn)
  A: 3	B: 2.3%	C: 12	D: 2	E: 13	F: -22	G: -0.8	H: 10	I: 0

CCCc1nc(SCC(=O)N2CCC(Cc3ccccc3)CC2)c2c(=O)n(C)c(=O)n(C)c2n1
  A: -1	B: 1.9%	C: 5	D: 4	E: -4	F: 14	G: 0.3	H: 3	I: -1

COC(=O)c1ccccc1NC(=O)CCS(=O)(=O)c1nc(-c2ccc3c(c2)OCO3)cc(C(F)(F)F)n1
  A: -1	B: 11%	C: 20	D: 0	E: .	F: 6	G: .	H: -63*	I: 3

COCc1c(C(=O)N/N=C(/C)c2ccccc2)nnn1-c1nonc1N
  A: -1	B: 4.5%	C: 8	D: 3	E: 0	F: 2	G: 0.8	H: -2	I: 4

COc1ccccc1NC1=C(Cl)C(=O)OC1OC(=O)c1ccco1 (stereo not drawn)
  A: 8	B: 1.5%	C: 1	D: 0	E: 2	F: -4	G: -0.6	H: -8	I: -2

CC(C)c1ccc(S(=O)(=O)N2CCC(n3c(C(F)(F)F)nc4cccnc43)CC2)cc1
  A: -4	B: -1.6%	C: 10	D: 3	E: .	F: -8	G: 0.2	H: -7	I: 3

CC1(C)Cc2c(sc3nc(-c4ccccc4)oc(=O)c23)CO1
  A: -5	B: 0.1%	C: -1	D: -1	E: -16	F: 1	G: -0.2	H: -2	I: 2

COc1cc(S(=O)(=O)N(Cc2cccs2)CC2CCCO2)ccc1-n1cnnn1 (stereo not drawn)
  A: 5	B: 1.0%	C: -5	D: -3	E: -10	F: -5	G: 1.2	H: 15	I: 3

CCOC(=O)COc1ccc(C)cc1-c1ccno1
  A: 6	B: 3.0%	C: 0	D: -8	E: 16	F: 16	G: 0.6	H: -5	I: -1

O=C(NC1CCCCC1)c1cc(-c2ccc(Cl)cc2)on1
  A: -9	B: -3.4%	C: .	D: -4	E: .	F: -5	G: .	H: -4	I: 1

CC(=O)Nc1cccc(OCc2cnc(Cl)s2)c1
  A: 6	B: 1.9%	C: -3	D: -4	E: -9	F: -2	G: 0.2	H: 0	I: 2

COC(CNC(=S)Nc1ccc([N+](=O)[O-])cc1)OC
  A: -2	B: 1.6%	C: 9	D: 3	E: 35*	F: -1	G: -2.5	H: -6	I: 17

Arranged by heavy-atom count (high to low): part of the list above
Codes – A = TRHR enhancer; B = RXFP1 agonist; C = D2 PAM; D = D1 potentiator; E = D2 antag; F = D1 antagonist; G = D2 ag; H = RXFP1 antag; I = D1 ag
COCc1c(C(=O)N/N=C(/C)c2ccccc2)nnn1-c1nonc1N
  A: -1	B: 4.5%	C: 8	D: 3	E: 0	F: 2	G: 0.8	H: -2	I: 4

COc1ccccc1NC1=C(Cl)C(=O)OC1OC(=O)c1ccco1 (stereo not drawn)
  A: 8	B: 1.5%	C: 1	D: 0	E: 2	F: -4	G: -0.6	H: -8	I: -2

CC(=O)Nc1cccc(OCc2cnc(Cl)s2)c1
  A: 6	B: 1.9%	C: -3	D: -4	E: -9	F: -2	G: 0.2	H: 0	I: 2

Results in RXFP1 agonist (5 entries from above):
canonical_smiles | RXFP1 agonist
CCCc1nc(SCC(=O)N2CCC(Cc3ccccc3)CC2)c2c(=O)n(C)c(=O)n(C)c2n1 | 1.9%
COC(=O)c1ccccc1NC(=O)CCS(=O)(=O)c1nc(-c2ccc3c(c2)OCO3)cc(C(F)(F)F)n1 | 11%
COCc1c(C(=O)N/N=C(/C)c2ccccc2)nnn1-c1nonc1N | 4.5%
COc1ccccc1NC1=C(Cl)C(=O)OC1OC(=O)c1ccco1 (stereo not drawn) | 1.5%
CC(C)c1ccc(S(=O)(=O)N2CCC(n3c(C(F)(F)F)nc4cccnc43)CC2)cc1 | -1.6%

(continued)
Codes – A = TRHR enhancer; B = RXFP1 agonist; C = D2 PAM; D = D1 potentiator; E = D2 antag; F = D1 antagonist; G = D2 ag; H = RXFP1 antag; I = D1 ag
OCC[C@H]1C[C@@H](O)[C@H](O)[C@]2(Cc3ccccc3CO2)O1
  A: 1	B: -0.4%	C: -1	D: 0	E: 2	F: 6	G: -0.1	H: .	I: -1

CC(=O)C1=C(O)C(=O)N(c2ccc(C(=O)O)cc2)C1c1ccccc1 (stereo not drawn)
  A: 5	B: 16%	C: -11	D: -5	E: -10	F: 15	G: -2.4	H: 1	I: 3

N=C1C(=O)OCC1c1ccccc1NC(=O)CN1CCCCC1 (stereo not drawn)
  A: -7	B: 0.9%	C: 0	D: -2	E: -6	F: 4	G: 2.4	H: 2	I: 6

O=C(CSc1nccn1Cc1ccccc1)NCc1ccccc1
  A: -4	B: 2.4%	C: -6	D: -3	E: 1	F: .	G: -0.3	H: -1	I: 2

O=C(Nc1ccc(Cc2ccncc2)cc1)c1ccc(Cl)c([N+](=O)[O-])c1
  A: 1	B: 0.8%	C: -1	D: -6	E: .	F: -34*	G: .	H: -20	I: 8

Cc1cccc(NC(=O)CSCC(=O)Nc2cccc3ncccc23)c1
  A: 1	B: -0.7%	C: 10	D: 2	E: 8	F: -8	G: 0.7	H: -5	I: 2

CN(C)c1ccc(C(c2nnnn2C(C)(C)C)N2CCN(C(=O)c3ccco3)CC2)cc1 (stereo not drawn)
  A: 5	B: 0.7%	C: -1	D: -2	E: 9	F: -20	G: 2.3	H: 11	I: 1

CC(C)OCCCNC(=O)CCCn1c(SCC(=O)c2ccc(Br)cc2)nc2c(sc3ccccc32)c1=O
  A: 1	B: 2.8%	C: 6	D: 1	E: .	F: 6	G: -1.0	H: 21	I: 1

CC(=O)/C(=C\N(C)C)Sc1ccc(C)cc1
  A: -1	B: 8.0%	C: 0	D: -2	E: -4	F: 3	G: 0.1	H: 1	I: 0

Exported with two lines to a compound: entries from further up
Below each SMILES – TRHR enhancer	RXFP1 agonist	D2 PAM	D1 potentiator	D2 antag	D1 antagonist	D2 ag	RXFP1 antag	D1 ag
> CC(=O)C1=C(O)C(=O)N(c2ccc(C(=O)O)cc2)C1c1ccccc1 (stereo not drawn)
 : 5	16%	-11	-5	-10	15	-2.4	1	3
> N=C1C(=O)OCC1c1ccccc1NC(=O)CN1CCCCC1 (stereo not drawn)
 : -7	0.9%	0	-2	-6	4	2.4	2	6

These rows are one share of the data; the hit share may differ from the screen's.
